# BRCA1 expr act: increases BRCA1 expression; AID 624202; 380,000 tested, 1.1% active; Potency, µM (top dose mostly 46.1 µM), inactives show at the top dose activation, hits mostly activators; MCF7-BRCA1-FFLuc reporter, luminescence, 48 h; response scale: scaled: vehicle 0%, 10 µM genistein 100%; active means well fitted activation curve with a large enough effect; inconclusive means small, poorly fitted or top-dose-only effect; inactive means no such curve, though single readings can be large or run the other way; further: nearly all actives have a fitted effect of over 80% in size; some results filed as inactive show a strong effect at the top dose
#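 Cells: MCF7-BRCA1-FFLuc, 2000/well. Exposure: 48 h, 37 °C, 5% CO2. Read: luminescence, 15 min post-substrate. Controls: genistein 10 microM (maximal activation), DMSO (neutral).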
# uPA generation: inhibitors of cell surface uPA generation; Potency, µM (top dose mostly 38.3 µM), inactives show at the top dose activity change, negative = inhibition, hits mostly inhibitors; 330,000 tested, 0.31% active; cell surface uPA generation assay, qHTS; active means well fitted inhibition curve with a large enough effect; inconclusive means small, poorly fitted or top-dose-only effect; inactive means no such curve, though single readings can be large or run the other way; tested in mouse RAW 264.7 cells; further: on the % scale 0 is the no-effect control and ±100 the full control effect; nearly all actives have a fitted effect of over 55% in size
# Active calls of the source: *; ? = inconclusive; [ ] = dose if it differs, or a comment. Potency means the concentration at half of the fitted maximal effect. These rows are one share of the data; the hit share may differ from the screen's.
# Order of results – BRCA1 expr act | uPA generation
1: Cc1ccc(S(=O)(=O)Nc2ccc3cc([N+](=O)[O-])ccc3c2[N+](=O)[O-])cc1
    -96% | -2%
2: CC(=O)Nc1c(Br)cc2c(c1Br)Cc1cc(Br)ccc1-2
    -65% | 5%
3: COc1ccccc1-c1nnc(-c2ccc(F)cc2)o1
    ? | -5%
4: COc1cc([N+](=O)[O-])c2nc(C(=O)O)ccc2c1
    -8% | 3%
5: COC(=O)C1=C(C)N(CCCC(=O)O)C(=O)NC1c1ccccc1OS(=O)(=O)c1ccccc1[N+](=O)[O-] (configuration not stated)
    -3% | 17%
6: O=S1c2ccccc2Oc2ccccc21
    0% | 5%
7: CCC(C)c1c(N)n(S(=O)(=O)c2ccc(C)cc2)oc1=O (configuration not stated)
    -9% | -1%
8: Nc1c(Br)cc(Br)c2c1-c1ccc([N+](=O)[O-])cc1C2
    -43% | 5%
9: Cn1c(SSc2ccc(-c3cccnc3)n2C)ccc1-c1cccnc1
    -87%[inhibitor] | -14%
10: CC(C)C[C@@H](CN)NC(=O)c1nc[nH]c1C(=O)N[C@@H](CC(=O)O)C(=O)CNC[C@H](C)NC(=O)c1nc[nH]c1C(=O)N[C@@H](CC(=O)O)C(=O)O
    5% | -6%
11: COc1cc(/C=C2\CCC(C)C3=C(c4cc(OC)c(OC)c(OC)c4)C(C#N)=C(N)OC32)cc(OC)c1OC (configuration not stated)
    -79% | -7%
12: CC(C)(C)OC(=O)N(CCc1ccccc1)Cc1ccc(OCc2cccc(NC(=O)C3CC3)c2)cc1
    -31% | -16%
13: O=C(Nc1ccn(CCCNCc2ccc3[nH]ccc3c2)c(=O)n1)OCc1ccccc1
    -22% | 13%
14: O=C(NC1CCCc2c1cnn2-c1cc(F)cc(F)c1)c1ccccn1 (configuration not stated)
    -2% | 2%
15: CN1CCN(c2ccc(S(=O)(=O)N3CCOCC3)cc2NC(=O)C2CCCCC2)CC1
    0% | -36%
16: CC1(C)CC(=O)C2=C(C1)Nc1ccccc1NC2c1ccc([N+](=O)[O-])cc1 (configuration not stated)
    -4% | -5%
17: C#CCOCCOCCOCCNc1nc(N2CCOCC2)nc(N2CCN(C(=O)[C@H](CCCCN)n3cc(CCC(=O)O)nn3)CC2)n1
    0% | 4%
18: CCO[C@@H]1OC(C(N)=O)=C[C@H](C(C)(C)C)[C@H]1CCCO
    -7% | -2%
19: O=C(Cc1cccc(NC(=O)C2CCCN(C(=O)C3CCCC3)C2)c1)Nc1cccc(C(=O)N2CCOCC2)c1 (configuration not stated)
    7% | 7%
20: COc1ccc(C(CNC(=O)c2cccc(S(=O)(=O)Nc3ccc(F)cc3)c2)N2CCCCC2)cc1 (configuration not stated)
    -27% | -14%
21: CC(NC1=CC(=O)c2cccnc2C1=O)C(O)c1ccccc1 (configuration not stated)
    -94% | -12%
22: CCCCN1CCC(CN2C(=O)C(=O)NC[C@@H]2Cc2ccccc2)CC1
    15% | -12%
23: CC1CCN(CCC(=O)Nc2ccc(Br)cc2)CC1
    2% | -3%
24: O=C1NC[C@H](Cc2ccccc2)N(C[C@H]2CCCN2C[C@H](Cc2ccccc2)N2C[C@H](Cc3ccccc3)N(CC3CCCCCC3)C(=O)C2=O)C1=O
    -17% | ?
25: C1=C(c2ccccc2)Nc2ncnn2C1c1ccccc1 (configuration not stated)
    -21% | -5%
26: O=C(C[n+]1ccccc1)Nc1ccccc1
    -13% | -6%
27: O=C(Nc1ccccc1)P(=O)(O)c1ccccc1
    0% | 6%
28: O=C(O)c1ccc(-n2ncc3c2/C(=C\c2cccc([N+](=O)[O-])c2)CC3)cc1
    68% | 10%
29: COc1ccc(S(=O)(=O)NCc2cccnc2)cc1NC(=O)c1ccccc1C
    7% | 1%
30: COc1cc(Cl)c(CNC[C@H]2O[C@@H](n3cnc(C(N)=O)n3)[C@H](O)[C@@H]2O)c(Cl)c1O
    0% | 10%
31: Clc1ccccc1C=NNc1ccccn1
    -38% | 1%
32: COc1ccc(C=C(C#N)c2ccc(OC)cc2)cc1
    71% | -9%
33: CCN(CC)C(=O)COc1ccc(/C=N/NC(=O)c2cc(-c3ccccc3OC)nc3ccccc23)cc1OC
    2% | 7%
34: O=c1[nH][nH]c(-c2ccccc2)c1-c1ccccc1
    -8% | 0%
35: CCCCOC(=O)c1cc(-c2ccc(/C=N/n3cnnc3)o2)ccc1Cl
    5% | -1%
36: COc1cc(C2OC(=O)C3C(c4ccc(OC(C)=O)c(OC)c4)OC(=O)C23)ccc1OC(C)=O (configuration not stated)
    -8% | -2%
37: O=C(CCCCC(=O)NN=Cc1ccccc1O)NN=Cc1ccccc1O
    -55% | -6%
38: O=C(NCCc1nnc2ccc(N3CCCCCC3)nn12)c1ccccc1F
    32% | 1%
39: CC(C)(C)c1sc(N)nc1-c1ccccc1
    0% | -15%
40: CCCCN1CC[C@H]2C=CC[C@@H](C(=O)Nc3ccccc3)[C@H]2C1=O
    16% | -7%
41: CCC(C)N(C(=O)CSc1nc(-c2cccs2)nc2ccccc12)C1CCS(=O)(=O)C1 (configuration not stated)
    -85% | -9%
42: CC(=O)N1CCN(C(=O)c2ccc(NS(=O)(=O)c3ccc(Cl)c(Cl)c3)cc2)CC1
    -11% | 2%
43: CN(C(=O)c1cccc(NC(=O)Cc2cccc(NC(=O)C3CCN(C(=O)c4ccccc4)CC3)c2)c1)C1CCCC1
    5% | 11%
44: O=C(Nc1ccc2nc3n(c(=O)c2c1)CCCC3)c1cncc(Br)c1
    67% | 11%
45: O=C(C(=O)N1CCN(Cc2ccccc2)CC1)c1c[nH]c2ccccc12
    -9% | 1%
46: CCCCn1cnc2c(SCCc3ccccc3)nc(N)nc21
    61% | 1%
47: O=c1[nH]nnc2cc(Cl)ccc12
    -10% | 1%
48: CCOC(=O)C(Cc1ccnnc1)=NO
    4% | 0%
49: CCOC(=O)Cc1cc(=O)[nH]n(-c2ccccc2)c1=O
    1% | 0%
50: O=c1c2ccccc2nc(/C=C/c2ccc(Br)cc2)n1CCO
    0% | 5%

# New compounds follow
# Order of results – BRCA1 expr act | uPA generation
51: Cc1ccc(-c2nnc(-c3cccc4ccccc34)o2)cc1
    19% | -4%
52: Cc1c(/C(O)=C2/C(=O)C(=O)N(CCN3CCOCC3)C2c2ccco2)cnn1-c1ccccc1 (configuration not stated)
    ? | -11%
53: CCOC(=O)C1=C(c2ccc(O)cc2)NC(=O)NC1C (configuration not stated)
    10% | 3%
54: Cc1cc2c(cc1C)C(=O)C(Br)=C(N)C2=O
    -2% | -3%
55: CN(C(=O)c1ccc(NC(=O)Cc2ccc(NC(=O)C3CCCN(C(=O)C4CCCC4)C3)cc2)cc1)C1CCCC1 (configuration not stated)
    1% | 6%
56: O=C(OCCC12CC3CC(CC(C3)C1)C2)c1ccc(NCc2cc(O)ccc2O)cc1
    -100%[inhibitor] | -5%
57: C[C@@H](C(=O)Nc1cc(C(F)(F)F)ccc1N1CCOCC1)N1C(=O)C2CC=CCC2C1=O (some centres not stated)
    1% | 2%
58: S=C(NN=C(c1ccccc1)c1ccccn1)N(Cc1ccccn1)Cc1ccccn1
    -87% | -12%
59: CCOc1cc(C)nc(N2CCC(C(=O)NCC3CCCO3)CC2)n1 (configuration not stated)
    -4% | 4%
60: COc1cc(CC(CC(=O)c2ccc3c(c2)OCO3)C(=O)O)cc(OC)c1OC (configuration not stated)
    -16% | 0%
61: OCC1OC2C(NC(=S)N2c2ccccc2)C(O)C1O (configuration not stated)
    -28% | 5%
62: Cc1ccc(C2C(C(=O)c3sc(-c4ccccc4)nc3C)=C(O)C(=O)N2CCN(C)C)o1 (configuration not stated)
    7% | 2%
63: O=C(Cn1cc([N+](=O)[O-])cn1)NCc1ccccc1Cl
    19% | -3%
64: COc1ccc(-n2c(SCC(=O)Nc3nccs3)nnc2-c2ccc(Cl)cc2)cc1
    18% | 1%
65: O=C(NN=Cc1cc(Cl)ccc1[N+](=O)[O-])c1ccco1
    50% | 4%
66: C[C@]12C(=O)N(c3ccc(Cl)cc3)C(=O)N1[C@@H]1c3ccccc3OC[C@@H]1[C@H]2c1ccccc1
    -29% | -4%
67: CN(CCc1ccccc1)C(=O)c1ccc(NC(=O)Cc2ccc(NC(=O)C3CCN(C(=O)C4CCC4)CC3)cc2)cc1
    -13% | 7%
68: CN(C)S(=O)(=O)N1CCC(Oc2ccc(C(=O)N3C[C@@H]4CCC[C@H]3C4)cc2)CC1
    -24% | -6%
69: Cc1ccc(-c2nnc(-c3ccccc3)o2)cc1Br
    ? | -5%
70: COc1ccc(OC)c(/C=N\Nc2nccs2)c1
    -39% | 3%
71: CC[C@H](C)/C=C/C1=CC2=C(Cl)C(=O)[C@@]3(C)OC(=O)C(C(=O)[C@H](C)[C@@H](C)O)=C3C2=CO1
    -37% | ?
72: CC(C)(C)c1ccc(OCCCCCCN2CCNCC2)cc1
    -79%[inhibitor] | 2%
73: O=C1[C@H](Cc2ccccc2)NCC=CC[C@@H](c2ccc(Cl)cc2)N1Cc1ccccc1
    -20% | -1%
74: CSCCC(NC(=O)c1cc(S(=O)(=O)N2CCOCC2)ccc1C)c1nc2ccccc2[nH]1 (configuration not stated)
    -5% | -1%
75: O=C(c1ccco1)N1CCN(C(=O)c2cc(-c3ccncc3)nc3ccc(Br)cc23)CC1
    -5% | 1%
76: Cc1cc(C=O)c(C)c2c1[nH]c1ccccc12
    -27% | -3%
77: O=c1onc(-c2ccccc2)n1-c1cc(Cl)cc(Cl)c1
    -28% | 0%
78: CCc1nnc(NS(=O)(=O)c2ccc(NC(=O)c3cccc(OC(F)(F)C(F)F)c3)cc2)s1
    1% | 2%
79: Cc1cc([N+](=O)[O-])ccc1P(=O)(O)c1ccc([N+](=O)[O-])cc1C
    -5% | -3%
80: Cc1ccc(S(=O)(=O)NC2CC3CCC2C3)cc1 (configuration not stated)
    -3% | 1%
81: O=S(=O)(O)c1ccc(Cl)c(Cl)c1
    -7% | 4%
82: CC(/C=C/c1ccc(O)cc1)=NNc1ccccc1
    21% | -7%
83: CC(=Nc1ccccc1)C1=C(O)C(Cc2ccccc2)NC1=O (configuration not stated)
    -22% | -9%
84: COC(C[C@H]1O[C@H]1C(=O)[C@H](C)OCc1ccccc1)OC
    0% | ?
85: CC1CCCCN1N=Nc1nc2c([nH]1)c(=O)n(C)c(=O)n2C (configuration not stated)
    -41% | 2%
86: Cc1ccc(C(C)C)c(OCC(=O)c2c(O)c3ccccc3oc2=O)c1
    0% | 7%
87: CSc1ncnc2[nH]ncc12
    -12% | -1%
88: COc1ccc(CC(=O)N/N=C(\C)c2ccc(Br)s2)cc1
    -8% | 14%
89: O=c1ccc(=O)n(CCc2ccccn2)[nH]1
    3% | 3%
90: O=C(O)CN1C(=O)S/C(=C\c2ccc3c(c2)OCO3)C1=O
    -17% | -1%

# An excerpt of these results, as tab-separated lines.
nr	SMILES	BRCA1 expr act	uPA generation
77	O=c1onc(-c2ccccc2)n1-c1cc(Cl)cc(Cl)c1	-28%	0%
78	CCc1nnc(NS(=O)(=O)c2ccc(NC(=O)c3cccc(OC(F)(F)C(F)F)c3)cc2)s1	1%	2%
79	Cc1cc([N+](=O)[O-])ccc1P(=O)(O)c1ccc([N+](=O)[O-])cc1C	-5%	-3%
80	Cc1ccc(S(=O)(=O)NC2CC3CCC2C3)cc1 (configuration not stated)	-3%	1%
81	O=S(=O)(O)c1ccc(Cl)c(Cl)c1	-7%	4%
82	CC(/C=C/c1ccc(O)cc1)=NNc1ccccc1	21%	-7%
83	CC(=Nc1ccccc1)C1=C(O)C(Cc2ccccc2)NC1=O (configuration not stated)	-22%	-9%
84	COC(C[C@H]1O[C@H]1C(=O)[C@H](C)OCc1ccccc1)OC	0%	?
85	CC1CCCCN1N=Nc1nc2c([nH]1)c(=O)n(C)c(=O)n2C (configuration not stated)	-41%	2%
86	Cc1ccc(C(C)C)c(OCC(=O)c2c(O)c3ccccc3oc2=O)c1	0%	7%
87	CSc1ncnc2[nH]ncc12	-12%	-1%
88	COc1ccc(CC(=O)N/N=C(\C)c2ccc(Br)s2)cc1	-8%	14%
89	O=c1ccc(=O)n(CCc2ccccn2)[nH]1	3%	3%

# (further entries)
# Order of results – BRCA1 expr act | uPA generation
91: C=CS(=O)(=O)N(Cc1ccccc1Br)[C@H](CO)CC(C)C
    -51% | ?
92: CCCCN(Cc1cc2cc(OC)ccc2[nH]c1=O)C(=O)COc1ccccc1
    -2% | 12%
93: CC(C)(C)CN1C(=O)C(=O)NC[C@@H]1CCCCN
    0% | 12%
94: Cc1ccc(S(=O)(=O)NC(=S)c2ccccc2)cc1
    -1% | 3%
95: COc1ccc2nc(-c3ccccc3)[nH]c(=O)c2c1
    44% | 6%
96: S=C1NCCN1CC1CCN(CCCC2CCCC2)CC1
    -6% | -3%
97: Cc1ccc([C@H]2C(C(=O)O)=CC[C@@H](c3cccc(Cl)c3)N2S(=O)(=O)c2ccc(C)cc2)cc1
    11% | 12%
98: COc1ccc(-c2nc3c(s2)CCc2onc(-c4ccc(Br)cc4)c2-3)cc1
    0% | -4%
99: CCN(C(=O)COC(=O)C(c1ccccc1)c1ccccc1)c1c(N)n(Cc2ccccc2)c(=O)[nH]c1=O
    -24% | 2%
100: Cc1ccc(S(=O)(=O)N2CCC(C(=O)N3CCCCCCC3)CC2)cc1
    -18% | 2%
101: CCC1CC(=O)CCN1S(=O)(=O)c1ccc(C)cc1 (configuration not stated)
    7% | -10%
102: COc1ccc(CC(=O)N(C)Cc2ccc(OC(F)F)cc2)cc1S(=O)(=O)N1CCOCC1
    -37% | -5%
